# Mtb RmlCD inh: blocks M. tuberculosis RmlC and RmlD coupled enzymes. P9WH09+P9WH11. RmlC+RmlD coupled enzyme assay, percent inhibition; primary screen in compound mixtures. inhibition, % at 3.6 µM. 160,000 tested, 0.03% active; in the data active = inhibition mostly above about 34%, no sharp cut-off; note: some results filed as inactive read as strong as hits
# Target sequence (P9WH09 whole entry, looked up): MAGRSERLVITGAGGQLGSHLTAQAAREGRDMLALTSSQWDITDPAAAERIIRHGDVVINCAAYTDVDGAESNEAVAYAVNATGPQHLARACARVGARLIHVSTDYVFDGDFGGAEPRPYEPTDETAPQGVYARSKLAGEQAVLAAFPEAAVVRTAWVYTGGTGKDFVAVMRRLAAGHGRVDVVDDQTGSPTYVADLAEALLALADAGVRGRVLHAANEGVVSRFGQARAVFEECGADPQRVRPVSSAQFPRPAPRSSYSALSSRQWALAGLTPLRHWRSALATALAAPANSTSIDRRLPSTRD
# Target sequence (P9WH11 whole entry, looked up): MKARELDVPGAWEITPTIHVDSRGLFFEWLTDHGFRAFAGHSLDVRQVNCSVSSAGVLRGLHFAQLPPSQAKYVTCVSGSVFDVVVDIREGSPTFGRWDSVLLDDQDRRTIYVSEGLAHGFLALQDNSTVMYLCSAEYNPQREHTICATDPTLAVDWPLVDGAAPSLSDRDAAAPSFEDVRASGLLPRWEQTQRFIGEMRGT
# M. tuberculosis GlmU: inhibition of mycobacterial GlmU enzyme – biochemical, glucosamine-1-phosphate acetyltransferase (AID 1376) | M. tuberculosis GlmU acetyltransferase enzyme assay; higher % means a stronger effect | inhibition, %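 (tested at 30 µM in the primary screen)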; hits with a dose series show IC50 in µM | 220,000 tested, 0.25% active; in the data active = inhibition above about 13%;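 note: 0% = complete reaction with vehicle and 100% = reaction without substrate; strong numbers were not always called active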
# Numbers without * were called inactive; x = not tested or not shown. Some of the compounds tested (hit frequency here may not be typical).
SMILES,Mtb RmlCD inh,M. tuberculosis GlmU
Cc1ccc(C)c(-n2cc(CN3CCN(C(=O)c4ncn[nH]4)CC3)c(-c3ccccc3)n2)c1,-2,-3.4%
c1ccc(-c2cc3c(NCC4COc5ccccc5O4)ncnc3s2)cc1 (stereo not drawn),5,-0.5%
CC1(C)OC(=O)C(=NNc2ccc(Br)cc2)C(=O)O1,-2,0.6%
CCOc1cccc2cc(C(N)=O)c(=N)oc12,x,2.9%
COCCCNC(=S)N1CCN(c2nc3ccccc3s2)CC1,29,-4.4%
Cc1cc(O)ccc1C1(c2ccc(O)cc2C)OC(=O)c2ccccc21,x,0.9%
CC1=CC(C)(C)N(C(=O)CN2C(=O)c3ccccc3C2=O)c2ccc(C)cc21,x,5.6%
O=C(Nc1ccon1)c1cc2c(s1)CCCCCC2,-4,1.8%
O=C(C1=C[C@@H](C2CCCCC2)C[C@@H](OCc2ccc(CO)cc2)O1)N1CCN(Cc2ccccc2)CC1,x,-0.7%
Cc1nc2scc(-c3ccccc3)c2c(=O)n1N=C1C=CC(=O)C=C1,2,7.1%
C=CCOC(=O)C1=C(C)OC(N)=C(C#N)C1c1ccco1 (stereo not drawn),-9,-2.2%
O=[N+]([O-])c1ccc(S(=O)(=O)CC2CSc3nc4ccccc4n32)cc1 (stereo not drawn),2,2.5%
O=C(NC1CCN(Cc2ccccc2)CC1)c1cc(Br)c(Br)[nH]1,-14,1.5%
Cc1ccccc1Nc1nc(N)nc(CSc2nnc3ccccn23)n1,5,-0.2%
O=C(c1ccccc1)c1ccc(C(=O)N2CCN(c3ccc(F)cc3)CC2)o1,5,-1.9%
CC1(C)CC2(CCO1)OC(=O)CC2C(=O)NCCc1ccccc1 (stereo not drawn),x,4.7%
Cc1nc2ccc(N)cc2s1,x,-2.6%
CN(C)c1ccc(-c2nnn(CC(=O)Nc3ccc4c(c3)OCCO4)n2)cc1,-5,6.8%
CCCc1cc(=O)[nH]c(SCC(=O)NC)n1,x,2.9%
N[C@@H](Cc1c[nH]c2ccccc12)C(=O)O,x,2.3%
Clc1ccc2nc(C3CCN(Cc4ccccc4)CC3)[nH]c2c1,-7,-4.8%
COc1ccc(CNC(=O)c2ccc3c(=O)n(CCCN4CCCC4=O)c(=S)[nH]c3c2)cc1,-10,1.3%
O=C(/C=C/c1ccco1)N1CCN(C/C=C/c2ccccc2)CC1,8,-0.8%
CCN(CC)S(=O)(=O)c1cccc(N=NC2=C(O)CCCC2=O)c1,4,3.2%
Cc1ccc2c(c1)/C(=N/O)CCS2,x,-1.6%
CCN(CC)S(=O)(=O)c1cccc(C(=O)NN2Cc3ccccc3C2=N)c1,2,0.6%
O=C(NCCCCNC(=O)c1ccc(Br)s1)c1ccc(Br)s1,x,1.1%
COC(=O)C1=C(C)NC(=O)NC1c1ccc(-c2ccc(F)cc2)o1 (stereo not drawn),12,1.4%
COC(=O)C(C)N1CCC(=O)c2ccccc2S1(=O)=O (stereo not drawn),x,4.5%
Cn1c(-c2sc3cc(C(F)(F)F)cnc3c2-c2cccs2)n[nH]c1=S,1,6.0%
CC(C)COc1ccc(-c2nnc(-c3ccncc3)o2)cc1,42,0.5%
CC(C)C12CN3CC(C(C)C)(CN(C1)C3c1ccco1)C2=O (stereo not drawn),4,4.2%
Cn1c(O)c(C=Nc2ccc(Br)cc2)sc1=O,x,-0.9%
O=C1NCCN(C(=O)CCc2nnc(-c3ccsc3)o2)C1c1ccc(F)cc1 (stereo not drawn),43,3.9%
CCOc1ccc2[nH]c(=O)c(CN(CCO)C(=O)c3ccc(OC)c(OC)c3)cc2c1,-4,4.7%
O=C(Nc1nc(-c2ccc(Cl)cc2)cs1)C1CCCO1 (stereo not drawn),-3,-2.2%
Cc1ccccc1CSCC(=O)NC(=O)NCc1ccco1,x,-3.7%
CCOC(=O)c1c(NC(=O)c2c(N)n(CCCOC)c3nc4ccccc4nc23)sc2c1CCCC2,x,1.6%
COc1ccc(/C=C2/CCOC2=O)cc1,8,-0.1%
COc1ccc(-n2nnnc2SCC(=O)NCc2ccco2)cc1OC,-2,0.9%
Cc1cc(NC(=O)CSc2nccn2-c2ccc(F)cc2)no1,-1,0.8%
COc1ccc(C(=O)/C=C/Nc2c(C)n(C)n(-c3ccccc3)c2=O)c(OC)c1,9,2.2%
Cc1cccn2c(=O)c(C=O)c(N3CCC4(CC3)OCCO4)nc12,8,18%
CC(NC(=S)Nc1ccccc1C(F)(F)F)C1CC2CCC1C2 (stereo not drawn),0,-8.7%
O=c1c2ccccc2sn1-c1cc(S(=O)(=O)N2CCOCC2)ccc1N1CCCC1,-5,8.7%
COc1ccc(C2(CNC(=O)c3ccc(C)cc3)CCOCC2)cc1,15,-2.2%
Cc1cccc2cc(CN(CCCO)C(=O)Nc3ccccc3Cl)c(=O)[nH]c12,x,0.5%
O=C1NC(Nc2nccs2)(C(F)(F)F)C(=O)N1CCc1ccccc1 (stereo not drawn),x,0.3%
Clc1ccc2noc(-c3ccccc3)c2c1,11,1.9%
COC(=O)CCC(=O)OC1(C)C(=O)C2=CN(c3ccccc3)C(c3ccc(OC)cc3)=CC2=C(Br)C1=O (stereo not drawn),x,2.3%
c1cc2c(cc1[C@H]1OC[C@H]3[C@@H]1CO[C@@H]3c1ccc3c(c1)OCO3)OCO2,7,0.7%
COc1ccc(-n2c(C)nc3cc(C(=O)N4CCOCC4)ccc32)cc1,x,-1.2%
CN(C)C(=O)c1snnc1-c1ccccc1,-7,1.1%
CSc1nnc(C)c(/C=C/Nc2ccc(C)cc2)n1,-10,-2.3%
COc1cc(CC(=O)Nc2ccc(S(=O)(=O)N(C)C)cc2)cc(OC)c1OC,12,0.5%
Cc1ccc(S(=O)(=O)N(C)C)cc1NC(=S)NCc1ccco1,-8,0.4%
COc1cc(/C=C2\COC/C(=C\c3cc(OC)c(OC)c(OC)c3)C2=O)cc(OC)c1OC,9,0.1%
O=C(CSc1c[nH]c2ccccc12)N1CCCc2ccccc21,-4,-0.5%
CC(=O)NCCn1c(SCc2cc(=O)n3cc(Cl)ccc3n2)nc2ccccc2c1=O,-7,0.8%
O=C(Cn1ncc2c(=O)oc3ccccc3c21)N1CCN(C(=O)c2ccco2)CC1,8,1.1%

# Additional structures follow.
SMILES,Mtb RmlCD inh,M. tuberculosis GlmU
CCOC(=O)N1CCN(C(=O)Cc2cccc3ccccc23)CC1,-11,2.9%
C[C@@H](C(=O)N[C@@H](Cc1ccccc1)C(=O)O)n1nnc2ccccc2c1=O,30,0.5%
O=[N+]([O-])c1ccc(CSc2nc3ccccc3[nH]2)cc1,-7,0.9%
Cc1cc(C)n2nc(Sc3ncccc3[N+](=O)[O-])nc2n1,-5,2.7%
O=C(NCC(c1cccs1)N1CCOCC1)c1cc([N+](=O)[O-])cc([N+](=O)[O-])c1 (stereo not drawn),8,0.1%
Cn1nc(C(F)(F)F)c(-c2ccc(Br)cc2)c1NC(=O)c1cccnc1,-3,2.0%
CC1CCCCC1n1c(-c2cccnc2)n[nH]c1=S (stereo not drawn),-9,7.5%
COc1cc(NS(=O)(=O)c2ccc3c(c2)oc(=O)n3C)cc(OC)c1OC,11,-2.1%
O=C(O)c1nccnc1C(=O)N1CCN(c2ccccc2)CC1,4,2.4%
COc1ccc(O)c(C(=O)c2cc(C#N)c(=O)n(CC3CCCO3)c2)c1 (stereo not drawn),2,-5.5%
O=C(CN1CCC(n2nnc3cc(F)ccc32)CC1)NCCc1nc2ccccc2[nH]1,-4,-2.7%
CCOc1ccc(N=C2NC(=O)/C(=C/C(=O)OC)S2)cc1,2,6.8%
Cc1ccccc1NC(=O)c1ccc(Nc2c([N+](=O)[O-])cc([N+](=O)[O-])c3ccccc23)cc1,-5,-5.4%
COC(=O)c1ccccc1NC(=O)c1cc(OC)cc(OC)c1,-1,0.1%
CCOc1ccc(-c2nc(N)ncc2-c2ccc(OC)cc2)c(O)c1,x,4.1%
COc1ccc(-c2ccc3sc4ccccc4c(=O)c3c2)cn1,x,0.6%
CCOC(=O)C1(CCc2ccccc2)CCN(C(=O)CCn2cnnn2)CC1,-8,-2.1%
Cc1cccc(N(CC(=O)N2CCN(c3ccc(F)cc3)CC2)S(C)(=O)=O)c1C,7,-3.5%
COC(=O)Nc1ccc(S(=O)(=O)N2CCCC(C(=O)N3CCN(C)CC3)C2)cc1 (stereo not drawn),7,-2.1%
CC(=O)O[C@@H]1[C@@H](O)[C@@H](O)[C@H](Oc2c(-c3ccc(O)cc3)oc3c(CC=C(C)C)c(O)cc(O)c3c2=O)O[C@H]1C,x,4.3%
Cn1c(=O)c2c(ncn2CC(O)CO)n(C)c1=O (stereo not drawn),x,-2.1%
N[C@@H](CO)c1nnc([C@H](CC(=O)O)NC(=O)C2CCNCC2)o1,x,0.3%
O=C(O)CSCC(=O)NC1CCCc2ccccc21 (stereo not drawn),3,-0.1%
O=C(c1ccc(Br)s1)N1CCN(c2ncccn2)CC1,-1,4.2%
COc1cc(NS(=O)(=O)c2ccccc2)ccc1-n1nc(C)cc1C,x,-1.9%
C=C(C)Cn1c(=O)n(CC2CS2)c2ccccc21 (stereo not drawn),x,3.5%
C=CCNC(=S)NNC(=O)c1ccc([N+](=O)[O-])cc1,10,-4.7%
COc1cccc(Cn2c(-c3cccs3)noc2=O)c1,5,0.7%
CC(=Nc1ccc2c(c1)CCC2)c1c(O)n(C2CCCCC2)c(=O)[nH]c1=O,15,-0.3%
CCCNC(=O)N1CCC(C(=O)c2ccc(Cl)cc2)CC1,-2,-3.9%
Cc1sc2nc(SCC(=O)N(C)C)[nH]c(=O)c2c1C,3,1.0%
COc1nc(OCCNC(=O)Nc2ccccc2)nc(N(C)C)n1,7,2.5%
Cn1cc(/C=N/NC(=O)c2cc3cc(Br)ccc3o2)c2ccccc21,-9,-2.2%
O=c1c2ccccc2cnn1Cc1n[nH]c(=S)n1-c1ccccc1Cl,4,4.2%
C=CCn1c(CNC(=O)c2ccco2)nnc1SCC(=O)Nc1cccc(Br)c1,x,0.1%
COc1ccc(OC(C)C(=O)Nc2ccc([N+](=O)[O-])cc2)cc1 (stereo not drawn),x,-6.3%
COc1cc(/C=N/NC(=O)CCNC(=O)c2ccccc2Cl)ccc1O,-1,1.6%
COc1ccccc1CNC(=O)CCS(=O)(=O)c1ccc2c(c1)CCCN2C(C)=O,-8,15%*
O=C(N/N=C/c1ccc([N+](=O)[O-])cc1)c1cccs1,-8,-0.9%
O=C(CSCc1ccc([N+](=O)[O-])cc1)Nc1cccc(C(=O)Nc2ccccc2C(=O)O)c1,x,0.8%
CC(=O)Nc1nc2ccccc2n1CCOc1ccccc1Cl,3,2.3%
COc1ccc(F)cc1S(=O)(=O)Nc1ccc2c(c1)OCO2,-3,15%*
COc1cccc(NC(=O)N2CCN(c3cccc(C)c3)C(C)C2)c1 (stereo not drawn),-8,-0.4%
c1ccc(-c2noc(CC3CCCCC3)n2)cc1,-12,-1.5%
O=C(COC(=O)C1(c2ccc(F)cc2)CCCC1)NC1CC1,0,-0.3%
COC(=O)[C@@H]1C[C@H]2CC[C@H](O)C[C@H]2N1Cc1ccc(C(C)(C)C)cc1,x,2.0%
CCN(CC)C(=O)CSc1nnc(COc2ccccc2)n1N,x,3.8%
CCn1c(=O)cc(SCC(=O)Nc2ccc3c(c2)OCCO3)c2ccccc21,8,-4.9%
COc1ccc(NC(=O)C2CC(=O)n3c(nc4ccccc43)N2)cc1 (stereo not drawn),0,0.5%
O=c1[nH]c(NNC(=S)NCc2ccccc2)nc2c1C1(CCCCC1)Cc1ccccc1-2,x,-2.4%
Cc1nn(-c2ccccc2)c2sc(C(=O)OCn3nnc4ccccc4c3=O)cc12,-11,5.0%
CCn1c(SCc2nc(-c3cccs3)no2)nnc1-c1c[nH]c2ccccc12,8,-6.0%
Nc1ccc(-c2nc3ccccc3[nH]2)cc1,4,7.8%
CCOC(=O)/C(=C\c1ccc(OC(F)F)cc1)C1=Nn2c(nnc2-c2ccc(Cl)cc2)SC1,-6,0.9%
Cc1ccc(/C=C2\SC(N)=NC2=O)s1,9,0.7%
Cc1noc(C)c1S(=O)(=O)N1CCC2(CC1)OCCO2,-7,1.1%
CCc1cccc(C)c1NC(=O)CO/N=C(\C)c1cc2ccccc2o1,9,1.5%
CN1CCN(C(=O)c2ccc3c(=O)n(Cc4ccco4)c(=S)[nH]c3c2)CC1,-2,-4.3%

# In the list so far, these contain an aryl thioether with sulfur outside any ring:
SMILES,Mtb RmlCD inh,M. tuberculosis GlmU
Cc1ccccc1Nc1nc(N)nc(CSc2nnc3ccccn23)n1,5,-0.2%
CCCc1cc(=O)[nH]c(SCC(=O)NC)n1,x,2.9%
COc1ccc(-n2nnnc2SCC(=O)NCc2ccco2)cc1OC,-2,0.9%
Cc1cc(NC(=O)CSc2nccn2-c2ccc(F)cc2)no1,-1,0.8%
CSc1nnc(C)c(/C=C/Nc2ccc(C)cc2)n1,-10,-2.3%
O=C(CSc1c[nH]c2ccccc12)N1CCCc2ccccc21,-4,-0.5%
CC(=O)NCCn1c(SCc2cc(=O)n3cc(Cl)ccc3n2)nc2ccccc2c1=O,-7,0.8%
O=[N+]([O-])c1ccc(CSc2nc3ccccc3[nH]2)cc1,-7,0.9%
Cc1cc(C)n2nc(Sc3ncccc3[N+](=O)[O-])nc2n1,-5,2.7%
Cc1sc2nc(SCC(=O)N(C)C)[nH]c(=O)c2c1C,3,1.0%
C=CCn1c(CNC(=O)c2ccco2)nnc1SCC(=O)Nc1cccc(Br)c1,x,0.1%
CCN(CC)C(=O)CSc1nnc(COc2ccccc2)n1N,x,3.8%
CCn1c(=O)cc(SCC(=O)Nc2ccc3c(c2)OCCO3)c2ccccc21,8,-4.9%
CCn1c(SCc2nc(-c3cccs3)no2)nnc1-c1c[nH]c2ccccc12,8,-6.0%

# Source: PubChem (several laboratories)
